Bioassay records deposited in PubChem by several laboratories.
UTI89 phage lysis – protection from phage-mediated lysis, alamar blue read-out – E. coli UTI89, K1F phage, bacterial capsule biogenesis inhibitors (AID 488966); one-dose inhibition, % at 100 µM; IC50 in µM for titrated hits; actives 0.02% (n = 340,000); E. coli UTI89 K1F phage lysis, alamar blue, 2 h; higher % means a stronger effect;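 active = phage lysis inhibition, versus mean bacterial control, above a set limit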;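 also: capsule biogenesis inhibitors block K1F phage lysis so surviving cells raise fluorescence; higher fluorescence means more inhibition of phage lysis; actives were called in the ten point dose series up to 300 µM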
human PMI inhibition – MPI enzyme activity inhibition – biochemical, fluorescence intensity, coupled assay, primary screen (AID 1209); one-dose inhibition, % at 20 µM; IC50 in µM for titrated hits; purified PMI enzyme, coupled fluorescence intensity; higher % means a stronger effect; actives 0.42% (n = 190,000);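 also: plate controls were DMSO vehicle for no effect and wells lacking substrate for full effect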
P. falciparum M1AAP – malaria alanyl aminopeptidase activity blockers – biochemical, fluorogenic H-Leu-NHMec substrate, 1536-well (AID 1445) | recombinant M1AAP, H-Leu-NHMec fluorogenic kinetic assay; higher % means a stronger effect | inhibition, % at 30 µM; hits with a dose series show IC50 in µM | actives 0.42% (n = 220,000);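 active = primary inhibition above the hit cutoff, then over 50% inhibition at one or more dose response concentrations, cut at about 23% in these data, passing the limit was not always enough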;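 also: plate controls were DMSO full reaction for no effect and no enzyme background for full effect; strong numbers were not always called active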
human PMI inhibitors – MPI inhibition at elevated mannose 6-phosphate – biochemical, fluorescence intensity, high mannose 6-phosphate, primary screen (AID 1220); recombinant PMI enzyme, coupled fluorescence intensity; higher % means a stronger effect; one-dose inhibition, % at 20 µM; IC50 in µM for titrated hits; actives 0.66% (n = 190,000)
TNAP activators – stimulation of alkaline phosphatase TNAP activity – biochemical, luminescent, no phosphate acceptor, uHTS, primary screen (AID 1001); purified TNAP, luminescent activation assay, no phosphate acceptor; higher activation fold means a stronger effect; actives 0.03% (n = 200,000); one-dose activation fold at 20 µM; EC50 in µM for titrated hits; in the data active = activation fold from about 3, or a potency from the dose series; inactive = the rest, 99 in 100 with activation fold below about 1.6; also: many of its hits are not listed in these tables
WT yeast gro inh – growth inhibition of WT yeast, mitochondrial fusion screen | inhibition, % at 10 µM | mitochondrial fusion phenotypic screen, WT strain | actives 2.1% (n = 190,000) | AID 1362; in the data active = inhibition above about 58%; tested in S. cerevisiae
Lipid droplet – hepatic lipid droplet formation modulation; actives 0.4% (n = 240,000); AID 1656; inhibition, % at 6.5 µM; AML12 mouse hepatocytes, oleate lipid droplets, BODIPY imaging;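 active = lipid droplet intensity inhibited by at least 50%, with more than 500 cells counted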
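Test system: AML12 mouse liver cells; schedule: overnight exposure; technique: high-content imaging of BODIPY-stained droplets and DAPI nuclei; read-out: % inhibition of corrected integrated BODIPY droplet signal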
Myeloid diff MLP – myeloid differentiation induction; ER-HoxA9 myeloid progenitors, lysozyme-GFP differentiation, flow cytometry; calls only at 10 µM; actives 1% (n = 360,000); AID 624256;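 active = normalized GFP-positive differentiation at or above the plate's own cutoff, the solvent-only control mean plus 3 SD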;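 also: cells exposed to compound for four days before flow analysis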
CSM14.1 death rescue – rescue of cells from ER stress-induced death, primary screen, 384-well, CSM14.1, thapsigargin, ATP luminescence (AID 1222); cellular ATP content (survival), % at 20 µM, or EC50 in µM where a hit was titrated; CSM14.1 thapsigargin-induced death rescue, ATP luminescence; higher % means a stronger effect; 190,000 tested, under 10 active;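 active = EC50 below 50 µM in the dose-response confirmation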;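 also: death triggered by thapsigargin at about 15 µM added after 2 h compound pretreatment; cell ATP read after overnight thapsigargin exposure of roughly 18 to 22 hours; normalized against plate controls of thapsigargin alone and 5% DMSO vehicle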
WT yeast gro inh mutant strain – recorded beside WT yeast gro inh, whose call it bears; inhibition, %; mitochondrial fusion phenotypic screen, mutant strain inhibition
Lipid droplet cells 6.5 µM – also measured in Lipid droplet; calls as there; cell count; measured here: cell count, cytotoxicity flag;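 cells counted across two imaged fields per well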
Myeloid diff MLP GFP+ MAC1+ % – also measured in Myeloid diff MLP; calls as there; GFP+ MAC1+ double positive, %; measured here: differentiation confirmed by MAC1 staining
Active calls of the source: *; i = inactive; nt = no result given; [ ] = another dose, or the depositor's remark. Rule as the data show it, unless noted: active = inhibition above about 50%; inactive = the rest. No enrichment for hits (roughly 4.6% active in at least one column).

mol,UTI89 phage lysis,human PMI inhibition,P. falciparum M1AAP,human PMI inhibitors,TNAP activators,WT yeast gro inh,WT yeast gro inh mutant strain,Lipid droplet,Lipid droplet cells 6.5 µM,Myeloid diff MLP,Myeloid diff MLP GFP+ MAC1+ %,CSM14.1 death rescue
O=C(CNCc1ccccc1Cl)NCc1ccco1,-1.8%,6%,4%,5%,1,-13,-5,1,640,i,0.4,-2.1%
COc1cc(/C=C/c2nnc3c4ccccc4ncn23)cc(OC)c1OC,3.3%,25%,4%,19%,1.2,23,1,6,535,i,0.5,-0.7%
CC(C)OC(=O)Cn1c(=O)sc2ccccc21,0.2%,5%,6%,1%,1.1,-19,4,2,764,i,1.2,1.2%
COC(=O)C1=C(C)NC2=C(C(=O)C(C(=O)OC)C(c3ccc(OC)cc3)C2)C1c1ccccn1 (stereo unspecified),-0.1%,5%,-1%,2%,1.2,9,15,nt,nt,nt,nt,-1.0%
Cc1ccc(NC(=O)c2snc3c(=O)[nH]cnc23)cc1C,nt,-16%,-2%,-18%,0.8,16,5,12,737,nt,nt,-0.9%
Cn1c(CSCc2ccccc2Cl)nnc1SCC(=O)Nc1nccs1,0.0%,13%,-5%,8%,1,23,6,-2,690,i,0.4,-1.8%
Cc1ccc(Cl)cc1NS(=O)(=O)c1c(C)[nH]c(=O)[nH]c1=O,0.3%,10%,0%,6%,0.9,-1,2,9,564,i,2.2,-2.1%
Cc1ccc(CNC(=O)c2ccc(N(C)C)cc2)cc1,-0.2%,-4%,2%,19%,1.1,-2,-4,4,662,i,1.0,0.8%
COc1ccc(Oc2coc3cc(OCC(=O)N4CCCCC4)ccc3c2=O)cc1,nt,-3%,13%,0%,0.9,1,-5,9,644,nt,nt,1.7%
COc1cccc(Nc2nc(N)nc(-c3oc4ccccc4c3C)n2)c1,1.9%,6%,9%,1%,1.1,21,-7,nt,nt,i,3.5,-2.9%
CCc1nnc(NS(=O)(=O)c2ccc(NC(=O)COc3ccc4ccccc4c3)cc2)s1,-0.8%,3%,-3%,17%,1.1,-15,-22,6,701,i,0.3,2.9%
Cc1[nH]c2ccccc2c1N=Nc1ccccc1F,-0.3%,21%,3%,16%,1,72*,55*,14,671,i,0.2,0.4%
Cc1sc2ncn(-c3ccccc3)c(=O)c2c1C,4.7%,6%,8%,-4%,1,-17,-8,-3,673,i,0.7,1.5%
Cc1ccc(S(=O)(=O)NNC(=O)c2cccs2)c(C)c1,0.3%,-6%,-1%,-5%,1.1,0,-11,-22,690,i,0.3,-1.9%
CC(OC(=O)c1cc(Cl)ccc1[N+](=O)[O-])C(=O)NC(C)c1ccc(F)cc1 (stereo unspecified),4.5%,-7%,-4%,-6%,1,-4,-15,-1,642,i,0.3,1.8%
COc1ccc(C(=O)NNC(=O)CN2CCC(n3nnc4cc(C(F)(F)F)ccc43)CC2)cc1,-0.2%,1%,-2%,2%,1.2,11,7,13,697,i,2.1,-2.2%
O=C(NC(Cc1ccc(O)cc1)C(=O)O)c1ccco1 (stereo unspecified),0.6%,-1%,0%,0%,1,-1,2,2,664,i,0.2,-0.8%
N#CCCS(=O)(=O)c1ccc(N)cc1,0.0%[50 µM],-2%,2%,-8%,0.9,2,10,13,664,i,1.7,0.5%
COc1ccc(NC(=O)c2c(N)no[n+]2[O-])c(OC)c1,0.4%,-3%,-3%,6%,1.1,-13,-6,-2,701,i,0.2,-0.9%
Clc1ccc(OCCOCCN2CCCCC2)c(Br)c1,-0.3%,19%,8%,7%,1.1,44,15,nt,nt,i,1.6,0.7%

Copied from the entries so far, 2 compounds:
mol,UTI89 phage lysis,human PMI inhibition,P. falciparum M1AAP,human PMI inhibitors,TNAP activators,WT yeast gro inh,WT yeast gro inh mutant strain,Lipid droplet,Lipid droplet cells 6.5 µM,Myeloid diff MLP,Myeloid diff MLP GFP+ MAC1+ %,CSM14.1 death rescue
COc1ccc(NC(=O)c2c(N)no[n+]2[O-])c(OC)c1,0.4%,-3%,-3%,6%,1.1,-13,-6,-2,701,i,0.2,-0.9%
Clc1ccc(OCCOCCN2CCCCC2)c(Br)c1,-0.3%,19%,8%,7%,1.1,44,15,nt,nt,i,1.6,0.7%

Next section:
mol,UTI89 phage lysis,human PMI inhibition,P. falciparum M1AAP,human PMI inhibitors,TNAP activators,WT yeast gro inh,WT yeast gro inh mutant strain,Lipid droplet,Lipid droplet cells 6.5 µM,Myeloid diff MLP,Myeloid diff MLP GFP+ MAC1+ %,CSM14.1 death rescue
CC(O)c1nc2ccccc2n1Cc1nnc(-c2ccc(Cl)cc2)o1 (stereo unspecified),0.4%,1%,2%,6%,1,-5,3,nt,nt,i,0.6,-0.9%
CC(=O)c1cc(CN2CCN(CCc3ccccc3)C(CCO)C2)cs1 (stereo unspecified),0.6%,5%,-4%,2%,1.1,-18,7,0,684,i,0.2,1.2%
CCCCC(CC)CNC(=O)CCS(=O)(=O)c1cccc2nonc12 (stereo unspecified),0.3%,16%,5%,14%,1,5,0,4,781,i,0.5,-1.7%
CC(C)n1nc(C(=O)Oc2cccc(Cl)c2Cl)c2ccccc2c1=O,3.2%,-3%,-2%,-9%,1.2,7,5,7,684,i,0.5,-2.5%
Cc1ccc(Cn2nnc3c(=O)[nH]c(C4CCN(S(=O)(=O)c5ccc(C)cc5)CC4)nc32)cc1,0.0%,7%,18%,4%,1,-4,-9,3,854,i,6.0,-2.2%
CCC(=O)Nc1cc(C(=O)OCc2ccc(C(=O)Oc3ccccc3)cc2)ccc1C,0.2%[50 µM],-1%,2%,-7%,1.2,7,-2,27,692,i,0.1,-3.6%
CCOC(=O)C1=NN(c2cccc(C)c2)C2(S1)SC(C(C)=O)=C(C)N2c1ccccc1 (stereo unspecified),0.1%,24%,0%,15%,1,77*,24*,-12,781,i,2.2,-0.8%
c1ccc(Cn2nnc3c(N4CCOCC4)ncnc32)cc1,-1.4%,10%,1%,10%,1,12,8,3,502,i,7.3,nt
O=C1CN=C(Nc2ccccc2)N1Cc1cccs1,-0.1%,-12%,-5%,-12%,0.9,-9,20,nt,nt,i,0.4,-0.3%
O=S(=O)(NC1CCCCCCC1)c1cccs1,-0.1%,-4%,-1%,-6%,1.1,36,15,nt,nt,i,0.5,-1.0%
Cc1nn(C2CCS(=O)(=O)C2)c(Cl)c1/C=C/C(=O)OCC(=O)Nc1ccccc1[N+](=O)[O-] (stereo unspecified),-0.8%,18%,6%,7%,1.1,-12,2,10,688,i,0.3,-0.4%
C/C(=C\COc1cc(=O)[nH]c2ccccc12)CCC(O)C(C)(C)O (stereo unspecified),-0.8%,3%,4%,-6%,1.1,5,-10,-1,716,i,2.1,-2.8%
COc1cc(CNc2nc3ccccc3n2C)cc(OC)c1OC,-2.2%,-15%,4%,-13%,1.1,-12,5,0,656,i,0.6,0.1%
CC1(C)Cc2c(sc3c2c(=N)n(Cc2ccco2)c(=O)n3Cc2ccccc2)CO1,0.9%,15%,-4%,8%,1,3,1,3,752,i,1.2,9.9%
Cc1cccc(NS(=O)(=O)c2ccc(Oc3ccccc3)cc2)n1,0.5%,4%,0%,3%,1.1,nt,nt,-37,534,i,0.7,-1.2%
COC(=O)C1=C(N)OC2=C(C(=O)CC(C)(C)C2)C1c1cccs1 (stereo unspecified),4.0%,4%,1%,10%,1.1,2,-2,nt,nt,i,1.0,-0.8%
Cc1ccc(-c2nc3ccccc3[nH]2)s1,0.2%,-18%,15%,-56%,1.1,44,4,-2,651,i,2.3,nt
Cc1[nH]c(C)c(C(=O)O)c1CNC1CCCCC1C (stereo unspecified),nt,10%,7%,13%,1.1,24,4,13,761,nt,nt,4.2%
O=C(NCc1ccc(C(F)(F)F)cc1)C12CN(Cc3ccccc3)CC1C(c1cccc([N+](=O)[O-])c1)=NO2 (stereo unspecified),0.5%,14%,-6%,13%,1.1,10,-1,22,637,i,0.8,-2.4%
COc1cc(O)cc2cc3c(c(O)c12)C(=O)CC(C)(O)O3 (stereo unspecified),0.6%,nt,11%,nt,nt,nt,nt,2,704,i,3.6,nt
Nc1ccc(C(=O)c2cccs2)cn1,1.1%,nt,6%,nt,nt,nt,nt,10,416,i,0.4,nt
O=C(Nc1ccc(-c2cn3ccsc3n2)cc1)C1CC1,-1.5%,-3%,5%,-6%,1.1,8,15,nt,nt,i,1.1,-5.0%

In the list so far, 7 have an NH in an aromatic ring.
mol,UTI89 phage lysis,human PMI inhibition,P. falciparum M1AAP,human PMI inhibitors,TNAP activators,WT yeast gro inh,WT yeast gro inh mutant strain,Lipid droplet,Lipid droplet cells 6.5 µM,Myeloid diff MLP,Myeloid diff MLP GFP+ MAC1+ %,CSM14.1 death rescue
Cc1ccc(NC(=O)c2snc3c(=O)[nH]cnc23)cc1C,nt,-16%,-2%,-18%,0.8,16,5,12,737,nt,nt,-0.9%
Cc1ccc(Cl)cc1NS(=O)(=O)c1c(C)[nH]c(=O)[nH]c1=O,0.3%,10%,0%,6%,0.9,-1,2,9,564,i,2.2,-2.1%
Cc1[nH]c2ccccc2c1N=Nc1ccccc1F,-0.3%,21%,3%,16%,1,72*,55*,14,671,i,0.2,0.4%
Cc1ccc(Cn2nnc3c(=O)[nH]c(C4CCN(S(=O)(=O)c5ccc(C)cc5)CC4)nc32)cc1,0.0%,7%,18%,4%,1,-4,-9,3,854,i,6.0,-2.2%
C/C(=C\COc1cc(=O)[nH]c2ccccc12)CCC(O)C(C)(C)O (stereo unspecified),-0.8%,3%,4%,-6%,1.1,5,-10,-1,716,i,2.1,-2.8%
Cc1ccc(-c2nc3ccccc3[nH]2)s1,0.2%,-18%,15%,-56%,1.1,44,4,-2,651,i,2.3,nt
Cc1[nH]c(C)c(C(=O)O)c1CNC1CCCCC1C (stereo unspecified),nt,10%,7%,13%,1.1,24,4,13,761,nt,nt,4.2%
